# NTMT1 inhibitor = Primary qHTS for Inhibitors of N-terminal methyltransferase 1 (NTMT1): MTaseGlo Assay; AID 1645870, 2021; Potency, µM (series often up to 114 µM), for the others: top-dose activity change, negative = inhibition, hits mostly inhibitors; N-terminal Xaa-Pro-Lys N-methyltransferase 1 (Homo sapiens), Q9BV86; NTMT1 MTase-Glo SAH luminescence, purified enzyme; hit rate 2.5% among 59,000; active = well fitted inhibition curve with a large enough effect; inconclusive = small, poorly fitted or top-dose-only effect;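 also: plate controls were DMSO vehicle for no effect and no enzyme for full effect; nearly all actives have a fitted effect of over 65% in size; many of its hits are not listed in these tables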
# Target sequence (Q9BV86 whole entry, looked up): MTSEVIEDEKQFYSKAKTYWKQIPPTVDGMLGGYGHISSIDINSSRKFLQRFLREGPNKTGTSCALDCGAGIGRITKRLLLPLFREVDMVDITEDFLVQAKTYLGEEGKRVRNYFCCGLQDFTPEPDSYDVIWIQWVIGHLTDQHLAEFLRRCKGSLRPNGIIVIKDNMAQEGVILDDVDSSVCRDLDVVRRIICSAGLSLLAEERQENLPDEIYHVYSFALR
# * = called active by the depositor; ? = inconclusive; ! = a repeat was not active; [ ] = remark or other dose. Potency is read from the fitted curve at half-maximal effect. Not all compounds are listed; count on the stated rates, not on these rows.
SMILES,NTMT1 inhibitor
COc1ccc(C2Nc3ccccc3C(=O)N2Cc2ccccn2)cc1COc1ccc(NC(C)=O)cc1 (stereo unspecified),23.3%
CC(=O)Nc1sc2c(c1-c1nc3ccccc3s1)CCN(C1COC1)C2,?
Cc1c(P(=S)(c2ccccc2)c2ccccc2)c2ccccc2n1Cc1ccccc1,7.2%
COc1ccc(NCc2ccc(O)c3ncccc23)nc1,-1.2%
CC1(C)CC(=O)C2=C(C1)NC(Nc1nc3ccccc3o1)=NC21CCCC1,-13.6%
O=C(NCCCN1CCNCC1)c1cccc(-c2cc(O)c3ncccc3c2)c1,-19.6%
Nc1ccccc1OC1=NS(=O)(=O)c2ccccc21,-1.5%
O=C(O)c1ccc2c(c1)C(=O)N([C@H](Cc1c3ccccc3cc3ccccc13)C(=O)O)C2=O,14.2%
O=C(Cc1ccc(Cl)c(Cl)c1)Nc1ccc(S(=O)(=O)Nc2cccc(C(=O)O)c2)cc1,-12.6%
CC(=O)c1ccc2c(c1)c1cc(C(C)=O)ccc1n2CCNC(C)C,-7.3%
O=C1c2ccccc2C(=O)N1c1cc(=O)c2ccccc2[nH]1,0.1%
CC(C)c1ccccc1-c1ncc(F)c(NCc2ccc(-n3ccnn3)cc2)n1,5.5%
CC(=NNC(=O)c1cccc(S(=O)(=O)N2CCOCC2)c1)c1cc(Cl)ccc1O,5.9%
N#Cc1nc(Nc2cccc(-c3ccccc3)c2)nc(NC2CCCC2)n1,-6.4%
COc1cccc(C2=Nn3c(nnc3-c3ccc(OC)c(OC)c3)SC2)c1,7.0%
CCCCCN1CCC(C(=O)Nc2ccc([S+](=O)([O-])Nc3nccs3)cc2)CC1,4.4%[57.5 µM]
Cc1nc(NC(=O)N2CCC[C@H]2C(N)=O)sc1-c1csc(C(C)(C)C)n1,?
O=C1CCCC2=C1C(c1[nH]ncc1Cl)N=C(Nc1nccs1)N2 (stereo unspecified),-1.9%
C=C1/C(=C/C=C2\CCCC3(C)[C@@H]([C@H](C)/C=C/C=C/C(O)(CC)CC)CC[C@@H]23)C[C@@H](O)C[C@@H]1O (stereo partly specified),-9.2%
COc1ccc(NS(=O)(=O)c2ccc(C)cc2)cc1C(=O)Nc1nc(-c2ccccc2)cs1,17.5%
CCOCOC[C@H](C[C@H](C)C(=O)NO)NC(=O)c1ccc(Oc2ccccc2)cc1,3.8%
Cc1ccc(-c2cc(C(=O)NCc3ccc(S(C)(=O)=O)cc3)c3ccccc3n2)cc1C,50.1µM*
O=S(=O)(c1ccc2c(c1)OCCO2)N1CCN(S(=O)(=O)c2ccccn2)CC1,8.7%
CC(=O)N1CCN(c2ccc(NCc3ccc(-c4ccc(Br)cc4)o3)cc2)CC1,-8.3%[57.5 µM]
COc1ccc(C2Nc3ccccc3C(=O)N2Cc2ccccc2C)cc1COc1ccc(NC(C)=O)cc1 (stereo unspecified),34.9%[activator]
COC(=O)c1ccc(O)c2ncc(N3CC[C@H](N)C3)cc12,4.3%
O=C(Nc1nnc(-c2ccncc2)s1)Nc1cc(C(F)(F)F)ccc1F,4.3%
CCN1CCCC1Cn1c(-c2ccccc2)nc2c(NC3CCCCC3)nc(C)nc21 (stereo unspecified),-0.6%
Cc1cccc(CNc2ncnc3ccc(-c4ccoc4)cc23)c1,8.1%
CC(=O)NC(c1ccco1)c1cc(Cl)c2ccc(Cl)nc2c1O (stereo unspecified),-3.7%
O=[S+]([O-])(c1ccc2nsnc2c1)N1CCN([S+](=O)([O-])c2c(F)cccc2F)CC1,4.7%
O=C1c2ccccc2NC(c2ccc(-c3cccc(Cl)c3)o2)N1O (stereo unspecified),-0.8%
O=S(=O)(c1cccc(F)c1)N1CCN(S(=O)(=O)c2ccc3c(c2)OCCO3)CC1,4.5%
N=c1c2c(ccn1Cc1ccccc1)Oc1ccc3ccccc3c1C2c1ccccc1 (stereo unspecified),-1.6%
Cn1nnnc1Sc1ncnc2scc(-c3cnc(N)nc3)c12,-3.5%
O=S1(=O)Nc2c(ccc3cccnc23)-c2ccccc21,-0.8%
Cc1ccc(N2C(=O)c3ccccc3C2=O)c(C)c1,8.6%
CC(C)Oc1ccc(CCNC(=O)c2cc3sccc3n2Cc2ccccc2)cc1OC(C)C,16.8%
Cc1ccc(Nc2cc(N[C@@H]3CCCC[C@@H]3N)nnc2C(N)=O)nc1C,-17.4%
CCc1ccc(NC(=O)c2cnn3c(C)cc(C)nc23)cc1,9.2%
COc1cccc(CNc2ccc(S(=O)(=O)Nc3ccccc3)cc2)c1O,?
O=S(=O)(NCCCCCNS(=O)(=O)c1c(F)cccc1F)c1ccc2c(c1)OCCO2,9.6%
O=S(=O)(c1ccsc1)N1CCN(c2nc(-c3cccs3)nc3ccccc23)CC1,6.5%[57.5 µM]
NC[C@H]1O[C@H](O[C@H]2[C@H](O)[C@@H](O[C@H]3O[C@H](CO)[C@@H](O)[C@H](N)[C@H]3O)[C@H](N)C[C@@H]2N)[C@H](N)C[C@@H]1O,15.5%
Fc1cccc(CNc2ncnc3ccc(-c4ccoc4)cc23)c1,-9.1%
O=C1CCCC2=C1C(c1[nH]ncc1Cl)N=C(Nc1nc3cc(Cl)ccc3o1)N2 (stereo unspecified),-3.0%[57.5 µM]
CCS(=O)(=O)c1ccc2oc(-c3ccc4ccccc4c3)nc2c1,3.0%
c1nc(NCC2CCCC2)c2cc(-c3ccc4c(c3)OCO4)ccc2n1,?
Cc1ccc(S(=O)(=O)Nc2cccc(C(=O)Nc3nc(-c4ccccc4)cs3)c2Cl)cc1,6.5%
O=C(Nc1cccnc1)c1cccs1,-6.1%

# Next part:
SMILES,NTMT1 inhibitor
Cc1ccc2nc3sc(C(=O)N4CCOCC4)cc3cc2c1,0.6%[57.5 µM]
CC(C)NCCCn1c(Sc2cc(Cl)cc(Cl)c2)nc2c(N)ncnc21,-17.6%
COc1ccc(C(=O)Nc2nc(-c3ccccc3)cs2)c(NS(=O)(=O)c2ccc(C)cc2)c1,?
O=C(OCC#CCSc1nnc(-c2ccccc2Cl)o1)c1ccc(F)cc1,8.0%
O=C(CSc1nc2ccccc2n1CCc1ccccc1)c1ccc(O)c(O)c1,-20.6%
CC(=O)NCCCS(=O)(=O)O,?
CCCn1c(C)nc2c(Nc3ccccc3)nc(C)nc21,0.2%
O=[S+]([O-])(Nc1nccs1)c1ccc(NCc2cccc(Cl)c2)cc1,12.8%
Cc1nc(NC2CCCCC2)c2nc(-c3ccccc3)n(CCCN3CCOCC3)c2n1,1.6%
C[C@H](Nc1nc(N[C@H](C)C(F)(F)F)nc(-c2cccc(Cl)n2)n1)C(F)(F)F,2.7%

# Next part, starting with the last two of the part before.
SMILES,NTMT1 inhibitor
Cc1nc(NC2CCCCC2)c2nc(-c3ccccc3)n(CCCN3CCOCC3)c2n1,1.6%
C[C@H](Nc1nc(N[C@H](C)C(F)(F)F)nc(-c2cccc(Cl)n2)n1)C(F)(F)F,2.7%
COc1ccccc1/C=C/C(=O)NCCc1nc2ccccc2n1CCOc1ccc(C)cc1,14.8%
COc1cc(O)c(C(CC(=O)N2CCC(c3ccccc3)CC2)c2ccc(C)cc2)c(OC)c1 (stereo unspecified),2.4%[228 µM]
COc1cc([C@@H](CC(=O)O)c2ccc(C)c(CN3C[C@@H](C)Oc4ccccc4S3(=O)=O)c2)cc2nnn(C)c12,-6.8%[57.5 µM]
Oc1ccc(Nc2ccccc2F)c2cccnc12,28.2µM*
CC(Nc1nc(-c2ccccc2C(F)(F)F)nc2ccccc12)c1ccc(-c2ccncc2)cc1 (stereo unspecified),4.4%[57.5 µM]
O=C(Nc1cnccc1Cl)N1CCN(Cc2ccc3c(c2)OC(F)(F)O3)CC1,2.4%
Cc1cnc(-c2ccccc2C(F)(F)F)nc1NCc1ccc(-c2cccnc2)cc1,27.7%
Cc1ccc(NS(=O)(=O)c2cc3c(cc2Cl)NC(=O)C3)cc1C,3.9%
CCCCC(=O)N1CCC(C(=O)Nc2ccc([S+](=O)([O-])Nc3nccs3)cc2)CC1,-2.5%
COc1cc(-c2nc(Nc3ccc(F)c(F)c3)c3ccccc3n2)ccn1,?
Cc1ccc(-c2ccc(CNc3nc(-c4ccccc4C(C)C)nc4ccsc34)cc2)cn1,5.3%[57.5 µM]
Nc1scc2c(C(=O)O)nn(-c3ccccc3)c(=O)c12,-2.1%
O=C(Nc1ccc(-c2ccccc2)cc1)[C@H](Cc1ccc(O[S+](=O)([O-])c2cccc3cnccc23)cc1)N[S+](=O)([O-])c1cccc2cnccc12,11.3%[57.5 µM]
O=C(Nc1cncc(Cc2ccccc2)c1)c1ccc(-c2cccc([N+](=O)[O-])c2)o1,4.3%
O=C(OCC#CCSc1nnc(-c2ccccc2F)o1)c1ccc(F)cc1,5.9%
O=C1CCc2cc(S(=O)(=O)Nc3ccccn3)ccc2N1,23.9%
Oc1cc(Nc2ccccc2)cc2cccnc12,14.3%
O=C(O)c1ccc(O)c2ncc(-c3ccc(C(=O)N4CCNCC4)cc3)cc12,6.7%
O=C(Nc1ccc(-n2cncn2)c(F)c1)Nc1nnc(-c2ccncc2)s1,0.0%[57.5 µM]
CC(C)n1ncnc1-c1cn2c(n1)-c1ccc(O[C@@H](C)C(N)=O)cc1OCC2,16.7%
O=C(O)c1ccc(-c2noc(-c3cccc(Cl)c3)n2)cc1,-17.8%
O=C1CCc2cc([S+](=O)([O-])Nc3ccc(N[S+](=O)([O-])c4ccc5c(c4)CCC(=O)N5)cc3)ccc2N1,-4.3%
Cc1cc(C)nc(/N=C(\NC#N)N2CCN(c3cccc(C(F)(F)F)c3)CC2)c1,2.9%
CCCn1c(C)nc2c(NCCN(C)C)nc(C)nc21,11.9%
CCC(=O)Nc1ccc(OCc2cc(C3Nc4ccccc4C(=O)N3Cc3ccccc3)ccc2OC)cc1 (stereo unspecified),21.2%
CCN1CCCC1Cn1c(-c2ccccc2)nc2c(NCc3ccccc3)nc(C)nc21 (stereo unspecified),?
Cc1cccc(CNc2ccnc(-c3ccccc3C)n2)c1,-3.6%
CCCCN1C(=O)c2ccccc2C1=O,-0.3%[57.5 µM]
O=[N+]([O-])c1ccccc1-c1nc(NCc2ccc(-c3cccnc3)cc2)c2ccccc2n1,11.1%
O=C(NC1CCCc2c1cnn2-c1ccc(F)cc1F)c1ccn[nH]1 (stereo unspecified),-4.3%

# Given field by field: entries from further up
> CCCn1c(C)nc2c(NCCN(C)C)nc(C)nc21
  NTMT1 inhibitor = 11.9%
> CCC(=O)Nc1ccc(OCc2cc(C3Nc4ccccc4C(=O)N3Cc3ccccc3)ccc2OC)cc1 (stereo unspecified)
  NTMT1 inhibitor = 21.2%
> CCN1CCCC1Cn1c(-c2ccccc2)nc2c(NCc3ccccc3)nc(C)nc21 (stereo unspecified)
  NTMT1 inhibitor = ?

# Continuation.
SMILES,NTMT1 inhibitor
CC(C)Oc1ccc(C(=O)Nc2ccc(-c3nc4ccccc4[nH]3)cc2)cc1,-4.1%[57.5 µM]
N#Cc1ccc(N2CCN(S(=O)(=O)c3ccc4c(c3)CC(=O)N4)CC2)cc1,-14.2%
CCN(CCc1cn(C)cn1)c1ncnc2ccc(-c3ccc4c(c3)OCO4)cc12,?
NC(=O)C1CCN(c2ncnc(-c3ccc4c(c3)OCCCO4)n2)CC1,?
N#Cc1nc(Nc2cc(Cl)cc(Cl)c2)nc(NC2CCCC2)n1,-19.0%
N[C@@H]1CCN(c2cnc3c(O)ccc(C(=O)O)c3c2)C1,11.4%
CC(C)c1ccccc1-c1nc2c(c(NCc3ccc(-c4cccnc4)cc3)n1)CNC2,-9.4%
Cc1cc(C)nc(NC(=S)N2CCN(c3nncs3)CC2)c1,-25.0%[57.5 µM]
CSc1cnc(-c2ccccc2C(C)C)nc1NCc1ccc(-c2cccnc2)cc1,12.3%
Cc1nnc(-c2ccccc2[N+](=O)[O-])n1CCCn1ccnc1,5.8%
CC(C)c1onc(-c2c(Cl)cccc2Cl)c1COc1ccc(/C=C/c2cccc(C(=O)O)c2)c(Cl)c1,31.6µM*
O=C(Nc1ncc([S+](=O)([O-])N2CCOCC2)s1)c1cccc(Br)c1,26.1%
c1ccc(CNCc2nnc(-c3cc4ccccc4[nH]3)o2)cc1,9.0%
CN(CCOc1ccc(C[C@H](Nc2ccccc2C(=O)c2ccccc2)C(=O)O)cc1)c1ccccn1,79.4µM*!
C=CCNc1nnc(-c2cccc3ccccc23)o1,?
Cc1ccc(-c2ccc(=O)n(CC(=O)N(C)CCN(C)C)n2)cc1,17.6%
COc1cc(NS(=O)(=O)c2ccc(C)cc2)c(C(=O)Nc2nc(-c3ccccc3)cs2)cc1OC,?
COc1ccc(C(=O)O)cc1COc1ccc(NC(C)=O)cc1,5.0%
COc1ccc(NC(=O)C2=C(C)NC(Nc3nc4ccccc4o3)=NC2c2ccccc2Br)cc1 (stereo unspecified),6.6%[57.5 µM]
COc1ccccc1-c1no[n+]([O-])c1C#N,13.7%[57.5 µM]
Cc1ccsc1CNc1ncnc2ccc(-c3ccc4c(c3)OCO4)cc12,-12.3%
N[C@@H](CC(=O)O)C(=O)Nc1ccc(Cl)cc1C(=O)c1ccc[nH]1,2.7%
Fc1ccccc1-c1nc(-c2cccc(-c3nn[nH]n3)c2)no1,-0.8%
CS(=O)(=O)c1ccccc1-c1csc(N2CCC(C(N)=O)CC2)n1,0.6%
O=C1c2ccccc2NC(c2ccc(-c3cccc([N+](=O)[O-])c3)o2)N1O (stereo unspecified),-0.6%
CC(=O)N1c2ccc(-c3ccc(C(=O)O)cc3)cc2[C@H](Nc2ccc(Cl)cc2)C[C@@H]1C,-0.8%
O=C1CCc2cc(S(=O)(=O)Nc3cccc(F)c3)ccc2N1,-3.2%[57.5 µM]

# An excerpt from above in order of molar mass, lowest first.
SMILES,NTMT1 inhibitor
COc1ccc(NCc2ccc(O)c3ncccc23)nc1,-1.2%
Cc1ccsc1CNc1ncnc2ccc(-c3ccc4c(c3)OCO4)cc12,-12.3%
CC(C)n1ncnc1-c1cn2c(n1)-c1ccc(O[C@@H](C)C(N)=O)cc1OCC2,16.7%
O=C(CSc1nc2ccccc2n1CCc1ccccc1)c1ccc(O)c(O)c1,-20.6%
